Assay outcomes deposited in PubChem BioAssay by National Center for Advancing Translational Sciences (NCATS).
Tau FP inhib – blocks human tau fibril formation measured by polarization; P10636; K18 P301L tau heparin fibrillization, Alexa594 FP, 6 h; Potency, µM (series often up to 57.7 µM), for inactives: top-dose activity, negative = inhibition, hits mostly inhibitors; 280,000 compounds, 0.39% hits; note: % is set by controls: 0 for no effect and ±100 for the full control effect; nearly all actives have a fitted effect of over 55% in size
Target sequence (P10636 561-689 P618L limits assumed): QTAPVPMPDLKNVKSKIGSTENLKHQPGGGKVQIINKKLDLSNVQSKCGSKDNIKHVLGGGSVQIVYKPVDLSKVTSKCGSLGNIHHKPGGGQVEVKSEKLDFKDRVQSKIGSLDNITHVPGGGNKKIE
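Human tau K18 […] P301L fragment, 15 uM unlabeled plus 0.24 uM Alexa 594-labeled tau (final), with compound and 20 uM heparin in 100 mM sodium acetate pH 7; 6 hr at 37 C, then Alexa 594 FP read.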
Tau fibril ThT – tau fibrillization inhibition (ThT binding). 270,000 compounds, 2.1% hits. AID 1460. P10636. recombinant tau K18 P301L, heparin-induced fibrillization, ThT fluorescence. Potency, µM (highest dose often 57.4 µM), without a hit: at the top dose activity, negative = inhibition, most hits filed as inhibitors; note: % is set by controls: 0 for no effect and ±100 for the full control effect; nearly all actives have a fitted effect of over 55% in size
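K18 P301L tau (15 uM + 0.24 uM Alexa 594-tagged), heparin 20 uM, NaOAc pH 7, 6 h 37 C; ThT 30 uM, 1 h RT, ex 450/em 510 nm.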
L3MBTL1 inh – inhibitors of human L3MBTL1; 230,000 compounds, 0.66% hits; Potency, µM (doses to about 57.1 µM), for the others: at the highest dose activity, negative = inhibition, actives largely listed as inhibitors; AlphaScreen L3MBTL1–H3K9me1 peptide binding; Q9Y468; note: % is set by controls: 0 for no effect and ±100 for the full control effect; nearly all actives have a fitted effect of over 60% in size
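L3MBTL1 (50 nM) pre-complexed 30 min with biotinylated H3(1-15)K9me1 peptide (75 nM), then compounds added for 30 min at room temperature; AlphaScreen streptavidin donor/nickel chelate acceptor beads (10 ug/mL final) read after 30 min dark incubation.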
RECQ1 inh – RECQ1 (human) helicase inhibition. P46063. RECQ1 DNA unwinding, red fluorescence kinetic read. Potency, µM (top dose mostly 57.3 µM), inactives show at the highest dose activity, negative = inhibition, hits mostly inhibitors. 240,000 compounds, 0.54% hits;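 note: plate controls were vehicle for no effect and no enzyme for full effect; nearly all actives have a fitted effect of over 30% in size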
Target sequence (P46063 whole entry, looked up): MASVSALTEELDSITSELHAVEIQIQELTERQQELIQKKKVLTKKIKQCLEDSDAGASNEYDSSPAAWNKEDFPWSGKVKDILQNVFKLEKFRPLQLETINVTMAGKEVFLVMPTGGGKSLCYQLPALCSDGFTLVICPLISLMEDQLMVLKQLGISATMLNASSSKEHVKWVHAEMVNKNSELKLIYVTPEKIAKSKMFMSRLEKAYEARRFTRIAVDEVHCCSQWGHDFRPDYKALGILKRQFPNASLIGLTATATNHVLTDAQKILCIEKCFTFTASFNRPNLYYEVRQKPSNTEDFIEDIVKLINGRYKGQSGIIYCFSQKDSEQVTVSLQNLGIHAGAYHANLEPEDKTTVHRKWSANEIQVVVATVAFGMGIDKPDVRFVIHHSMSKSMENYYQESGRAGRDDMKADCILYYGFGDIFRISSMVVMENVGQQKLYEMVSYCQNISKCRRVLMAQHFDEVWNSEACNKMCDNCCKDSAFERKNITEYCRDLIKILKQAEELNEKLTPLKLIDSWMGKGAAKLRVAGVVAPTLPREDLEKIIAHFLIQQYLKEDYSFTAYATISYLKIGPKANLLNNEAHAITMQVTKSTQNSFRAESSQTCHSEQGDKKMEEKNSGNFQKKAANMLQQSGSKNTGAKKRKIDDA
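50 nM RECQ1T1 preincubated 15 min with compound in Tris pH 8.0 buffer with MgCl2, DTT, Tween-20 and 2.5 ug/ml poly(dI-dC); started with 200 nM TAMRA/BHQ-2 forked duplex and 2 mM ATP. Unwinding read as fluorescence (525/598 nm), two reads 2 h apart.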
Tau fluor cs – counter-screen for tau fibril formation inhibitors; tau K18 P301L (four-repeat tau fragment) Alexa594 fluorescence, heparin fibrillization; Potency, µM (highest dose often 57.7 µM), for inactives: top-dose activity change, negative = decrease; 280,000 compounds, 0.93% hits; AID 1463; note: % is set by controls: 0 for no effect and ±100 for the full control effect; nearly all actives have a fitted effect of over 55% in size
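Human K18 P301L tau (15 uM unlabeled plus 0.24 uM Alexa 594-labeled, final) in 100 mM sodium acetate pH 7 was mixed with compound and 20 uM heparin and incubated 6 hr at 37 C.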
TRb SRC2 PPI – disrupts binding of human TR beta to SRC2. P10828. AID 1469. TRbeta-SRC2 peptide binding, fluorescence polarization; receptor liganded with 1 µM T3. Potency, µM (doses to about 106 µM), without a hit: at the highest dose activity change, negative = inhibition, most hits filed as inhibitors. 280,000 compounds, 0.065% hits;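 note: plate controls were bound peptide for no effect and peptide without receptor for full effect; nearly all actives have a fitted effect of over 50% in size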
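Assay buffer: 20 mM Tris-HCl, 100 mM NaCl, 10% glycerol, 1 mM EDTA, 0.01% NP-40, 1 mM DTT, 1 uM T3, 5% DMSO; TRb LBD 0.6 uM, Texas Red SRC2 20 nM; FP after 5 hr.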
HTT ATP protect – Huntington cell model cytoprotection by ATP luminescence. PC12 HTT-Q103 induced, cytoprotection, ATP luminescence, 40 h. Potency, µM (highest dose often 56.4 µM), for the others: cytoprotection (ATP increase), most hits filed as activators. 230,000 compounds, 0.14% hits. AID 1471;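 note: % of control where 0% means no effect; nearly all actives have a fitted effect of over 45% in size; toxic huntingtin expression switched on by the ecdysone agonist tebufenozide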
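Huntington model: PC12 line, ecdysone-inducible HTTQ103 exon1–GFP, tebufenozide 100 nM. Test articles in a dose series. Endpoint luminescence from cellular ATP.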
TexasRed fluor – Texas Red fluorescence interference in TRb-SRC2 counter-screen | TRb/SRC2 Texas Red total fluorescence interference | Potency, µM (doses to about 106 µM), inactives show at the top dose fluorescence change, negative = quenching | 280,000 compounds, 0.29% hits; active = well fitted curve in either direction with a large enough effect; inconclusive = small, poorly fitted or top-dose-only effect; note: % is set by controls: 0 for no effect and ±100 for the full control effect
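Flags fluorescent or light-absorbing compounds by total fluorescence, S + 2P, at 555 nm excitation and 632 nm emission. Mixture: 20 nM Texas Red SRC2 peptide, 0.6 uM human TRb LBD, 1 uM T3, 5% DMSO; compound exposure 5 h at ambient temperature.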
* = called active by the depositor; i = inactive; ? = inconclusive; . = no result given; [ ] = dose if it differs, or a comment. Unless noted, calls come from the whole dose curve; as a rule, active = well fitted curve in the direction sought with a large enough effect; inconclusive = small, poorly fitted or top-dose-only effect, or another doubt; inactive = no such curve, though single readings can be large; an effect the other way counts as inactive or inconclusive. Potency is the fitted concentration of half-maximal effect. Some of the compounds tested (hit frequency here may not be typical).

#	mol	Tau FP inhib	Tau fibril ThT	L3MBTL1 inh	RECQ1 inh
1	CCCCCCC(C)n1cc(C(C)=O)c(=O)[nH]c1=O (configuration not stated)	1.6%	-3.4%	0.7%	-7.4%
2	O=C(N/N=C\C=C\c1ccc2c(c1)OCO2)C1COc2ccccc2O1 (configuration not stated)	8.7%	?	-15.7%	-5.9%
3	Cn1nnnc1SC(C(=O)Nc1ccc(F)cc1)c1ccccc1 (configuration not stated)	-4.1%	3.5%	7.1%	i
4	Cc1ccc(OC(=O)N2CCOCC2)cc1	1.7%	-2.0%	-3.0%	-7.3%
5	Cc1ccccc1CNC(=O)Cc1csc2ccccc12	9.1%	-6.4%	.	.
6	COc1ccc(-c2cc(C3CCN(c4ncccc4[N+](=O)[O-])CC3)[nH]n2)cc1	2.8%	8.91µM*	.	-14.7%
7	CSc1nc(-c2ccco2)cc(-c2ccccc2)c1C#N	-12.6%	-5.9%	2.3%	0.1%
8	Cc1c(NC(=O)c2nn3c(c2Br)NC(c2ccccc2)CC3C(F)(F)F)c(=O)n(-c2ccccc2)n1C (configuration not stated)	3.8%	-6.3%	10.5%	-4.8%
9	CC(Nc1cc(N2CCOCC2)ccc1[N+](=O)[O-])c1ccccc1 (configuration not stated)	-8.5%	?	-11.6%	-5.9%
10	CCC(C)NC(=O)Cn1c(-c2cccs2)cc2cc(Cl)ccc21 (configuration not stated)	0.6%	14.7%	.	.

#	Tau fluor cs	TRb SRC2 PPI	HTT ATP protect	TexasRed fluor
1	1.5%	-4.0%	7.2%	-2.2%
2	-3.5%	2.2%	-2.2%[10 µM]	-0.3%
3	-1.5%	-1.9%	-29.1%	-2.5%
4	3.3%	6.1%	-24.7%	0.5%
5	-10.8%	-0.4%	.	-1.7%
6	?	-5.9%	-19.3%	-5.0%
7	-21.8%	5.3%	-24.7%[0.074 µM]	-2.8%
8	3.5%	5.0%	-3.4%[10 µM]	-2.7%
9	?	0.0%	7.1%[10 µM]	-4.6%
10	3.4%	-1.4%	.	3.6%

(next part)
#	mol	Tau FP inhib	Tau fibril ThT	L3MBTL1 inh	RECQ1 inh
11	Nc1nnn(CC(=O)N/N=C/c2ccncc2)n1	-6.4%	.	.	-3.3%
12	CCCCOC(=O)CSc1nc(N)c(C#N)c(-c2ccc(OCC)cc2)c1C#N	?	-4.1%	.	-1.2%
13	CCOc1ccccc1NC(=O)Nc1cnccn1	1.6%	5.0%	.	-0.6%
14	CCOc1ccc(N(CC(=O)NC2CCCCCC2)S(=O)(=O)c2c(C)noc2C)cc1	7.4%	-0.5%	3.9%	-16.1%
15	Cc1onc(-c2c(Cl)cccc2Cl)c1C(=O)N=C(N)N1CCOCC1	7.0%	8.5%	-4.9%	11.7%
16	OCCN1CC(O)C(O)C(O)C1CO (configuration not stated)	-6.7%	-4.5%	.	14.1%
17	Nc1nc(Nc2ccccc2F)nc(NCc2ccco2)c1[N+](=O)[O-]	?	?	-21.3%	-0.9%
18	CC(C)COC(=O)c1ccc(NC(=O)C2C3CCC(C3)C2C(=O)O)cc1 (configuration not stated)	0.1%	-10.4%	1.3%	-14.1%
19	COc1cc(C(=O)OCC(=O)N2CCCCC2C)ccc1OCc1c(C)noc1C (configuration not stated)	-5.4%	-7.0%	-3.5%	-14.0%
20	Cc1sc2ncnc(Nc3ccccc3)c2c1C	6.7%	?	.	-2.1%

#	Tau fluor cs	TRb SRC2 PPI	HTT ATP protect	TexasRed fluor
11	-28.0%	-7.7%	-15.5%[10 µM]	0.7%
12	-19.8%	-2.3%	-16.7%	-0.3%
13	7.3%	-2.0%	-6.4%	-0.3%
14	0.9%	-1.8%	-9.1%	-0.3%
15	1.4%	-2.4%	-10.5%[10 µM]	0.3%
16	-7.4%	-0.2%	?	-2.6%
17	?	5.3%	31.8%[10 µM]	-1.1%
18	-12.8%	-16.1%	-4.1%	0.6%
19	1.9%	-1.1%	-5.1%[10 µM]	-6.3%
20	-4.0%	-1.4%	0.0%	-2.2%

(next part)
#	mol	Tau FP inhib	Tau fibril ThT	L3MBTL1 inh	RECQ1 inh
21	COc1ccccc1OCC(=O)NCCS(=O)(=O)N1CCN(c2ccccc2OC)CC1	0.5%	3.7%	.	.
22	Cc1ccc(O)c(NC(=O)CCC2CCCCC2)c1	9.4%	3.1%	6.1%	-18.1%
23	Cc1ccc(SCC(=O)NC2CC3CCC(C2)N3C)cc1 (configuration not stated)	-6.5%	0.6%	64.4%[activator]	-6.4%
24	O=C(O)COc1ccccc1/C=N/Nc1ccc(S(=O)(=O)Nc2ccc(Cl)cc2)cc1[N+](=O)[O-]	?	14.1µM*	-28.6%	-22.5%
25	O=C(c1cc2cc([N+](=O)[O-])ccc2oc1=O)N1CCN(c2ncccn2)CC1	3.0%	-9.3%	.	5.1%
26	CCN(CC)S(=O)(=O)c1ccc(C(=O)NCc2ccc(C)cc2)cc1	-2.3%	0.1%	2.4%	-0.1%
27	CC(C)CC(=O)Nc1ccccc1N1CCN(C(=O)c2ccccc2)CC1	-5.5%	-2.7%	-5.8%	4.9%
28	COc1ccccc1Nc1ncnc2c1nc1n2CCCCC1	-0.9%	2.5%	.	.
29	CNC(=O)c1cccnc1Nc1cccc(C(F)(F)F)c1	-2.4%	-9.1%	-0.8%	-1.0%
30	CCOC(=O)C1=C(C)NC(=O)NC1c1cn(-c2ccccc2)nc1-c1cccs1 (configuration not stated)	10.4%	-14.7%	-1.0%	-11.6%

#	Tau fluor cs	TRb SRC2 PPI	HTT ATP protect	TexasRed fluor
21	-7.9%	-0.3%	.	-4.6%
22	-9.6%	-6.1%	-29.5%	0.0%
23	-1.4%	-5.7%	-17.2%[10 µM]	-7.4%
24	?	-7.8%	-25.4%	-10.9%
25	-10.4%	-11.1%	?	0.0%
26	-17.7%	-7.9%	-42.6%[inhibitor]	-3.9%
27	-0.3%	1.0%	-5.1%	2.9%
28	-0.1%	7.6%	.	8.8%
29	-19.0%	-5.7%	?	-0.3%
30	-20.2%	1.3%	-10.3%	-5.1%

Compound profiles (already shown).
Profile of `CSc1nc(-c2ccco2)cc(-c2ccccc2)c1C#N` = Tau FP inhib: -12.6%; Tau fibril ThT: -5.9%; L3MBTL1 inh: 2.3%; RECQ1 inh: 0.1%; Tau fluor cs: -21.8%; TRb SRC2 PPI: 5.3%; HTT ATP protect: -24.7%[0.074 µM]; TexasRed fluor: -2.8%
Profile of `CC(C)CC(=O)Nc1ccccc1N1CCN(C(=O)c2ccccc2)CC1` = Tau FP inhib: -5.5%; Tau fibril ThT: -2.7%; L3MBTL1 inh: -5.8%; RECQ1 inh: 4.9%; Tau fluor cs: -0.3%; TRb SRC2 PPI: 1.0%; HTT ATP protect: -5.1%; TexasRed fluor: 2.9%

(list continues)
#	mol	Tau FP inhib	Tau fibril ThT	L3MBTL1 inh	RECQ1 inh
31	O=C(CN1C(=O)C2(SCC(=O)N2c2ccc(F)c(F)c2)c2ccccc21)NCCc1ccccc1 (configuration not stated)	-1.5%	11.7%	.	.
32	O=C(CSc1nnc(-c2ccccc2)c(-c2ccccc2)n1)Nc1ccc(Br)cn1	-12.8%	-11.3%	-4.0%	-5.9%
33	COc1ccc(Cn2c(=O)c3oc4ccccc4c3n(Cc3cccc(F)c3)c2=O)cc1	?	-1.2%	.	.
34	CC(C)n1c(=N)c(C(=O)NCCc2ccccc2)cc2c(=O)n3ccccc3nc21	5.2%	-0.3%	-4.9%	i
35	CCS(=O)(=O)N1CCCC(C(=O)NCCc2ccc(C)cc2)C1 (configuration not stated)	2.9%	-4.8%	2.7%	10.4%
36	O=c1c2c(nc3n1CCS3)c1cc(F)ccc1n2Cc1cc(=O)n2cc(Cl)ccc2n1	-1.3%	.	.	-11.7%
37	CC1(C)NC(C(=O)O)Cc2c1[nH]c1ccccc21 (configuration not stated)	4.5%	-3.1%	6.2%	-2.6%
38	CN(C)c1nc(N)c(C(=O)N=C(N)N)nc1Cl	?	-0.4%	.	44.3%[activator]
39	Cc1nn2c(-c3ccncc3)nnc2c2ccccc12	-1.2%	-7.0%	-3.4%	?
40	O=C(Cc1ccccc1Cl)NNC(=O)Nc1ccccc1	2.3%	5.3%	3.7%	i
41	CCCCC(=O)Nc1ccc(C(=O)NNC(=O)c2ccccc2Br)cc1	-7.8%	-7.4%	2.1%	i
42	CCOC(=O)c1ccc(NNC(C)=O)c([N+](=O)[O-])c1	1.1%	-12.6%	2.0%	i
43	CCc1ccc(Nc2ccc(S(=O)(=O)N3CCOCC3)cc2[N+](=O)[O-])cc1	?	?	?	-18.8%

#	Tau fluor cs	TRb SRC2 PPI	HTT ATP protect	TexasRed fluor
31	-9.9%	4.6%	.	2.2%
32	-25.6%	2.2%	?	-3.7%
33	-18.0%	4.5%	.	-2.4%
34	-2.2%	-4.1%	-23.3%	0.6%
35	-8.0%	-0.2%	.	-2.7%
36	-11.8%	-2.9%	6.8%[10 µM]	-3.5%
37	1.0%	3.4%	-2.7%[10 µM]	0.8%
38	-0.2%	1.4%	9.2%[1.9 µM]	-6.4%
39	1.1%	-0.9%	11.9%[10 µM]	-1.5%
40	4.4%	-4.8%	.	-1.0%
41	-4.5%	1.9%	2.2%	-3.5%
42	-5.8%	2.6%	.	-3.3%
43	-25.5%	-0.6%	10.9%[1.9 µM]	6.9%
